CD40 NFkB inh – CD40 pathway inhibition in BL2 cells | BL2 NF-kB luciferase reporter, CD40L-induced, 4 h | actives 0.94% (n = 83,000) | inhibition, % at 10 µM;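 active = mean inhibition of at least 50% with a set share of replicates also reaching that level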;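 also: 0% = neutral control wells and 100% = IKK inhibitor VII at 50 µM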
* hit, by the source's call; [ ] = remark or other dose.

CD40 NFkB inh | structure
28[25 µM] | CC(C)CC#Cc1ccc([C@@H]2[C@@H](CO)N3C(=O)CN(C(=O)Nc4cc(F)ccc4F)C[C@@H]23)cc1
-44 | FC(F)(F)c1cccnc1Oc1ccc(C2=NCCS2)cc1
5 | Cc1noc(C)c1COc1ccccc1C(=O)N(C)CC(=O)Nc1cccc(F)c1
-19 | c1ccc(-n2nnc3ccccc32)nc1
3 | CN1CCN(Cc2nc3c(c(=O)n(C)c(=O)n3C)n2CCCc2ccccc2)CC1
-4 | COc1ccc(S(=O)(=O)N(C)C[C@@H]2Oc3ccc(NS(=O)(=O)c4c(C)noc4C)cc3CC(=O)N([C@H](C)CO)C[C@@H]2C)cc1
10 | Cc1cc(=O)[nH]c(SCCCOc2ccc(F)cc2)n1
1 | O=C1NC(=O)C(c2ccccc2)(C2CCCC2)N1 (stereo not drawn)
7 | COc1ccccc1OCC(=O)O
-4[25 µM] | CN(C)C(=O)c1ccc(-c2ccc3c(c2)[C@@H]2[C@@H](CCN2Cc2ccncc2)[C@@H](CO)N3)cc1
2 | CN(Cc1nc(-c2cnccn2)no1)CC1(c2ccccc2)CC1(C)C (stereo not drawn)
-26[25 µM] | N#C[C@@H]1[C@H](c2ccc(-c3cncnc3)cc2)[C@H](CO)N1C(=O)CN1CCOCC1
10 | O=C1CC(c2cccc(Oc3ccccc3)c2)NC(=O)N1 (stereo not drawn)
22 | NS(=O)(=O)c1ccc(CNC(=O)c2cc(-c3ccccc3)nc3ccccc23)cc1
4[25 µM] | C[C@H]1CN([C@@H](C)CO)C(=O)Cc2cc(N(C)C)ccc2O[C@H]1CN(C)Cc1ccc(-c2ccccc2)cc1
4 | COc1ccccc1N1CCN(CC(O)COCc2cccs2)CC1 (stereo not drawn)
3 | O=C(COC(=O)c1ccc2c(c1)OCCO2)Nc1cccc(S(=O)(=O)N2CCOCC2)c1
-4 | COC(=O)C1=CN(Cc2cccs2)C=C(C(=O)OC)C1c1cccc(Cl)c1
18 | CC[C@]1(O)CC2CN(CCc3c([nH]c4ccccc34)[C@@](C(=O)OC)(c3cc4c(cc3OC)N(C=O)[C@H]3[C@@](O)(C(=O)OC)[C@H](OC(C)=O)[C@]5(CC)C=CCN6CC[C@]43[C@@H]65)C2)C1 (stereo partly drawn)
-1 | COc1ccc(CNC(=O)c2cc3c(=O)n4ccccc4nc3n(Cc3cccnc3)c2=N)cc1
-18 | COCC1CCN(C(=O)c2ccc3oc(C(C)C)nc3c2)C1 (stereo not drawn)
-36 | CCCC#Cc1ccc2c(c1)[C@@H]1[C@@H](CCN1C(=O)C1CC1)[C@@H](CO)N2
1[25 µM] | COc1ccc(NC(=O)Nc2ccc3c(c2)[C@@H]2C[C@H](CC(=O)N4CCN(C)CC4)O[C@H](CO)[C@@H]2O3)cc1
11 | Cc1cc(C)nc(SCc2ccc(C(=O)N/N=C/c3ccco3)cc2)n1
-1 | CC1CCN(C(=O)Cn2c3ccccc3c3nc4n(c(=O)c32)CCCS4)CC1

In another format: entries from further up.
> Cc1cc(=O)[nH]c(SCCCOc2ccc(F)cc2)n1
  CD40 NFkB inh = 10
> O=C1NC(=O)C(c2ccccc2)(C2CCCC2)N1 (stereo not drawn)
  CD40 NFkB inh = 1

Later entries
CD40 NFkB inh | structure
-10 | Cn1c2ccccc2c2nn(-c3ccccc3)c(=O)cc21
-38 | Cc1ccc(N2CC(C(=O)N3CCN(Cc4ccc5c(c4)OCO5)CC3)CC2=O)cc1 (stereo not drawn)
14[25 µM] | O=C(c1cccnc1)N1C[C@@H]2[C@H](c3ccccc31)[C@@H](CO)N2CC1CCCCC1
1 | O=C(NCC(F)(F)F)[C@@H]1[C@@H](CO)[C@@H]2Cn3c(cccc3=O)[C@H]1N2C(=O)C1CCC1
14 | COc1ccc(S(=O)(=O)Nc2ccccc2C(=O)OC2CCCN(C)C2)cc1OC (stereo not drawn)
-7 | O=C(COc1coc(CN2CCN(c3ccc(F)cc3)CC2)cc1=O)Nc1ccccc1
-5 | Cn1c(SCCN2CCOCC2)nc2sc3c(c2c1=O)CCCC3
20 | O=C(NCc1ccccn1)C12CC3CC(CC(C3)C1)C2
-6[25 µM] | C[C@@H]1CCCCO[C@H](CN(C)S(=O)(=O)c2ccc(F)cc2)[C@H](C)CN([C@H](C)CO)C(=O)c2cc(N(C)C)ccc2O1
-19 | COc1cccc(C(=O)COc2ccc(NC(=O)c3ccccc3)cc2)c1
6 | COc1ccc(CCN(C)CCCC(C#N)(c2cc(OC)c(OC)c(OC)c2)C(C)C)cc1OC (stereo not drawn)
-4 | COc1cc2c(cc1OC)CN(Cc1ccc(C)s1)CC2
4 | O=C(c1ccccc1Br)N1CCn2c1nc1ccccc12
22 | CC(=O)N(C(C)=O)c1nc2nc(C)cc(C)n2n1
1 | COc1ccc(N2CCN(S(=O)(=O)c3cc4c5c(c3)C(C)C(=O)N5CCC4)CC2)cc1 (stereo not drawn)
12 | CCOC(=O)c1cc2ccccc2n1CCN(CC)CC
23[25 µM] | CN1C(=O)c2cc(NC(=O)c3cccc(Cl)c3)ccc2OC[C@@H]2O[C@H](CC(=O)NC3CCCCC3)CC[C@@H]21
-7[25 µM] | CN(C)CC#Cc1ccc([C@@H]2[C@@H](CO)N3C(=O)CN(C(=O)CN(C)C)C[C@H]23)cc1
7 | CCC(C)NC(=O)C(CCSC)NC(=O)c1ccccc1 (stereo not drawn)
-23[25 µM] | C/C=C/c1ccc([C@@H]2[C@@H](C#N)N(c3nc(-c4ccccc4)cs3)[C@H]2CO)cc1
-2 | O=C(Cc1n[nH]c(=O)c2ccccc12)N1CCN(c2ccc(F)cc2)CC1
3 | COc1cccc(NC(=O)CCNS(=O)(=O)c2cccc3nsnc23)c1
5 | CCOC(=O)c1cn2cccnc2n1
5[25 µM] | C[C@H](NC(=O)C[C@@H]1C[C@H]2c3cc(N(C)C)ccc3O[C@H]2[C@H](CO)O1)c1ccccc1
16 | CCOc1cccc(OCCOCCN(C)C)c1

Next section:
CD40 NFkB inh | structure
5 | O=C(COC(=O)c1ccc(F)cc1F)Nc1cccc(S(=O)(=O)N2CCOCC2)c1
9 | COc1ccc(C2SCC(=O)N2CCCN(C)C)cc1 (stereo not drawn)
3 | CC(CO)N1CCS(=O)(=O)CC1 (stereo not drawn)
12 | COCCN(C(=O)c1ccc(-c2ccc(Cl)cc2)o1)c1c(N)n(Cc2ccccc2)c(=O)[nH]c1=O
-3 | Cc1cc(Br)ccc1SCC(=O)NNC(=O)c1ccco1
9 | O=C(O)C1CCN1C1CCCCC1 (stereo not drawn)
5 | CC(C)CCN(C(=O)CNC(=O)c1cccs1)C(C(=O)NC1CCCC1)c1ccncc1 (stereo not drawn)
5[25 µM] | COc1cccc(C(=O)Nc2ccc3c(c2)OC[C@H](C)N(CCc2ccccc2)C[C@H](C)[C@H](OC)CN(C)C3=O)c1
6 | COC(=O)c1ccc(S(=O)(=O)NCCc2ccccc2OC)n1C
8 | CO[C@H](CN(C)S(=O)(=O)c1cccc(Cl)c1)[C@H](C)CN([C@H](C)CO)S(=O)(=O)c1ccc(Cl)cc1
1 | Cc1nnc(SC(C)C(=O)NC2CCCCC2)s1 (stereo not drawn)
-87 | CCS(=O)(=O)N1Cc2ccccc2CC1C(=O)Nc1cccc(OC)c1 (stereo not drawn)
-9[25 µM] | O=C(c1ccc2c(c1)OCO2)N1C[C@@H]2[C@H](c3ccccc31)[C@H](CO)N2Cc1cccnc1
12 | COCCNC(=O)C[C@@H]1C[C@H]2c3cc(NC(=O)NC4CCCCC4)ccc3O[C@H]2[C@H](CO)O1
3 | CCCNC(=O)[C@H]1[C@H](CO)[C@H]2Cn3c(cccc3=O)[C@H]2N1CC1CCCC1
2[25 µM] | N#C[C@@H]1[C@H](c2ccccc2C2=CCCC2)[C@H](CO)N1C(=O)C1CC1
-3 | CCNc1nc(NC(C)CC)nc(ON=C(C)C)n1 (stereo not drawn)
-1 | COc1ccc(S(=O)(=O)N2CCCCC2)cc1NC(=O)c1ccccc1
-24 | O=C(Cc1ccc([N+](=O)[O-])cc1)Oc1ccccc1
8 | CC1(C(=O)NS(=O)(=O)C2CC2)CCN(C(=O)c2c(F)cccc2F)C1 (stereo not drawn)
2 | CCN(CC(=O)Nc1ccc(NC(C)=O)cc1)C(=O)c1cccc(N2C(=O)c3ccccc3C2=O)c1
2[25 µM] | CO[C@H]1CC[C@H]2CCOc3c(C#N)cccc3C(=O)N(C)C[C@@H](OC)[C@@H](C)C(=O)N(C)C[C@H]1O2
3 | CSc1nc(C)c2c(n1)N(c1ccc(F)cc1)CC2
-5 | CNc1ncnc2c1ncn2[C@H]1CN(Cc2ccc(OC)cc2)C[C@@H](CO)O1
63* | O=C(NC1=NCCS1)c1cc2ccccc2o1

In the list so far, five contain a thiophene ring, fused or not.
CD40 NFkB inh | structure
4 | COc1ccccc1N1CCN(CC(O)COCc2cccs2)CC1 (stereo not drawn)
-4 | COC(=O)C1=CN(Cc2cccs2)C=C(C(=O)OC)C1c1cccc(Cl)c1
-5 | Cn1c(SCCN2CCOCC2)nc2sc3c(c2c1=O)CCCC3
-4 | COc1cc2c(cc1OC)CN(Cc1ccc(C)s1)CC2
5 | CC(C)CCN(C(=O)CNC(=O)c1cccs1)C(C(=O)NC1CCCC1)c1ccncc1 (stereo not drawn)

CD40 NFkB inh: what is marked active above.
CD40 NFkB inh | structure
63* | O=C(NC1=NCCS1)c1cc2ccccc2o1

(further entries)
CD40 NFkB inh | structure
12 | CCN(CC)S(=O)(=O)c1ccc(O)c(C(=O)OCC(=O)NC23CC4CC(CC(C4)C2)C3)c1
2[25 µM] | Cc1ccc(S(=O)(=O)N2CC[C@@H]3[C@H](CO)Nc4ccc(-c5cccc(C(=O)N(C)C)c5)cc4[C@@H]32)cc1
2 | CCN(CC(=O)Nc1cc(S(=O)(=O)N2CCOCC2)ccc1C)Cc1ccccc1
-9 | Cc1cc(NC(=O)c2ccc(NC(=O)C3CC3)cc2)no1
2 | O=C1N[C@H](c2ccccc2)COCc2cn(nn2)CC[C@@H]1Cc1ccccc1
3[25 µM] | CCC(=O)Nc1ccc2c(c1)OC[C@H](C)N(Cc1ccccc1)C[C@H](C)[C@H](OC)CN(C)C2=O
-4[25 µM] | O=C(Nc1ccccc1Cl)N1C[C@H]2[C@@H](c3ccccc31)[C@H](CO)N2C(=O)c1cccnc1
3[25 µM] | CCC(=O)NC[C@H]1[C@@H](c2ccccc2)[C@@H](CO)N1C(=O)C1CC1
14 | CN(CC(=O)NC1CCN(Cc2ccccc2)CC1)S(=O)(=O)c1ccc(Cl)cc1
-69 | Cc1nc(NC(=O)C2CC3CCCC(C2)C3=O)sc1C (stereo not drawn)
18 | COc1ccccc1S(=O)(=O)N(C)C[C@H]1OCc2ccccc2-c2c(n(C)c3ccccc23)C(=O)N([C@H](C)CO)C[C@@H]1C
66*[25 µM] | CCCNC(=O)N1[C@H](CO)[C@H](c2ccc(/C=C/c3ccccc3)cc2)[C@@H]1C#N
6 | Cc1ccc(S(=O)(=O)N(CC(=O)N(C)C)c2cccc([N+](=O)[O-])c2)cc1
1 | CC(=O)c1ccc(OCCCC(=O)N2CCN(S(=O)(=O)c3ccc(C)cc3C)CC2)cc1
8 | CCCC(=O)Nc1ccccc1NC(=O)CCC
-3[25 µM] | COc1ccc2c3c([nH]c2c1)[C@H](CO)N(S(C)(=O)=O)CC31CCN(CC2CCCC2)CC1
1[25 µM] | O=C(c1cccc(F)c1)N1CCCCN2[C@H](C1)[C@H](c1ccc(-c3cncnc3)cc1)[C@@H]2CO
5 | Cc1nc2sc(C(c3ccccc3)N3CCN(C(=O)c4ccco4)CC3)c(O)n2n1 (stereo not drawn)
-81 | C[C@H]1CN(C)C(=O)Cc2ccccc2O[C@H]1CN(C)C
-1 | O=C1N[C@H](c2ccccc2)COCc2cn(nn2)CC[C@@H](Cc2ccc(C(F)(F)F)cc2)C(=O)N[C@H](c2ccccc2)COCc2cn(nn2)CC[C@H]1Cc1ccc(C(F)(F)F)cc1
3 | Cc1cc(NC(=O)CC(CN(C)S(=O)(=O)c2ccccc2)c2ccccc2)no1 (stereo not drawn)
6 | O=C(OCC#CCSc1nnc(-c2ccncc2)o1)c1cccs1
0 | COc1cc(C(=O)OCC(=O)Nc2nnc(-c3ccccc3)o2)cc(OC)c1OC
-19[25 µM] | N#C[C@H]1[C@@H](c2ccccc2C2=CCCC2)[C@H](CO)N1S(=O)(=O)c1ccccc1
18 | COc1ccc(NC(=O)CN(C)C(=O)c2c(C)nn(Cc3ccc(C)cc3)c2Cl)cc1

Pulled by compound from above, four records:
CD40 NFkB inh | structure
20 | O=C(NCc1ccccn1)C12CC3CC(CC(C3)C1)C2
1[25 µM] | O=C(c1cccc(F)c1)N1CCCCN2[C@H](C1)[C@H](c1ccc(-c3cncnc3)cc1)[C@@H]2CO
-23[25 µM] | C/C=C/c1ccc([C@@H]2[C@@H](C#N)N(c3nc(-c4ccccc4)cs3)[C@H]2CO)cc1
3 | COc1cccc(NC(=O)CCNS(=O)(=O)c2cccc3nsnc23)c1

(continued)
CD40 NFkB inh | structure
-2[25 µM] | CN(C)C(=O)c1ccc(-c2ccc([C@@H]3[C@@H](CO)N(C(=O)C4CC4)[C@H]3C#N)cc2)cc1
-13 | Cc1ccc(S(=O)(=O)N(CC(=O)Nc2ccc(Cl)cc2)C(=O)N2CCN(C)CC2)cc1
-7 | COc1ccccc1CN1CCN(Cc2nc(-c3ccccc3)no2)CC1
-1 | COc1ccc(C(=O)NCCS(=O)(=O)N(C)Cc2ccccc2)cc1
-6 | CCOCc1c(C(=O)N2CCN(CCOc3ccc(Cl)cc3)CC2)oc2ccccc12
10 | O=C(CN1C(=O)NC2(CCCC2)C1=O)N1CCN(C(=O)c2ccco2)CC1
2 | CNCC(=O)Nc1ccc(Cl)c(C(F)(F)F)c1
6 | COc1ccc(CC(=O)OCc2nnc(-c3ccccc3)o2)cc1
2 | Cc1ccc2c(c1)N(CCC(=O)NCCCN1CCCC1)C(=O)CO2
26 | Cc1cc(C)nc(NC(N)=NC(C)c2ccccc2)n1 (stereo not drawn)
-9[25 µM] | O=C(C[C@@H]1CC[C@H]2[C@@H](COC[C@H](O)CN2CCc2ccccc2)O1)NCCCN1CCOCC1

An excerpt; rates above refer to the full screens.
